Screens (PubChem BioAssay)
KB-V1 MDR tox: KB-V1 MDR subline cytotoxicity | KB-V1 MDR cells viability, CellTiter-Glo, 72 h | 3.4% of 400,000 active | Potency, µM (top dose mostly 46.1 µM), for the others: at the highest dose activity change, negative = cytotoxicity, actives largely listed as cytotoxic; note: potency is the fitted concentration of half-maximal effect; % is set by controls: 0 for no effect and ±100 for the full control effect; nearly all actives have a fitted effect of over 60% in size
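Following 72 h at 37 degrees C with compound, KB-V1 cell viability was read by CellTiter-Glo luminescence, medium being phenol-red-free DMEM plus 10% FBS; concentration-response parameters came from normalized, curve-fitted qHTS data.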
GLP1R cytotox: cytotoxicity in counter-screen for GLP-1R inverse agonists; HEK293 cAMP-luciferase reporter cells, luminescence, 24 h; Potency, µM (doses to about 38.3 µM), inactives show at the top dose activity change, negative = inhibition, usual class: inhibitors; 0.13% of 410,000 active; AID 624418;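 note: loss of luciferase light is scored as toxicity; potency is the fitted concentration of half-maximal effect; % is set by controls: 0 for no effect and ±100 for the full control effect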
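Cells in DMEM/10% Nu serum/1% pen-strep, 1536-well format. Pre-incubated 12 h, dosed with 23 nL compound, incubated a further 24 h. Luciferase detection, 12 min at room temp, luminescence.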
HT1080-NT tox: kills 2HG-producing HT-1080-NT fibrosarcoma cells. 1.6% of 360,000 active. AID 686970. Potency, µM (doses to about 46.1 µM), for the others: at the top dose activity, negative = less viability, hits mostly cytotoxic. HT-1080-NT fibrosarcoma viability, CellTiter-Glo ATP luminescence, 48 h;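 note: NT is the 2HG producing partner of a matched IDH1 knockdown line; potency is the fitted concentration of half-maximal effect; 0% = DMSO-treated cells and -100% = media-only wells without cells; nearly all actives have a fitted effect of over 55% in size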
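750 cells/well, RPMI + 5% FBS; 2 h settle, compound pin-transfer, 48 h at 37 degrees C. CellTiter-Glo 10 min RT, luminescence. Normalized to DMSO and media-only wells.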
SW480 rereplic: DNA re-replication induction in SW480 cells. SW480 DNA re-replication, Hoechst DNA content imaging, 48 h. Potency, µM (titrated, usually from 46.1 µM), inactives show at the highest dose re-replication activation, actives largely listed as activators. 1.8% of 340,000 active. AID 624297; note: potency is the fitted concentration of half-maximal effect; % of control where 0% means no effect; nearly all actives have a fitted effect of over 55% in size
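Per well, 250 cells were exposed to pinned compound for 48 hr. Nuclear DNA was visualised with Hoechst (40 min, 37 C) and total object intensity recorded by fluorescence scanning.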
KB-3-1 cytotox: KB-3-1 parental cell cytotoxicity | KB-3-1 viability, CellTiter-Glo ATP luminescence, 72 h | Potency, µM (series often up to 46.1 µM), for inactives: at the highest dose activity change, negative = cytotoxic, actives largely listed as cytotoxic | 1.4% of 400,000 active | AID 1347075; note: potency is the fitted concentration of half-maximal effect; % is set by controls: 0 for no effect and ±100 for the full control effect; nearly all actives have a fitted effect of over 60% in size
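KB-3-1 cells, DMEM (no phenol red) + 10% FBS; compound by pin transfer, 72 h, 37 °C. Readout: CellTiter-Glo luminescence after 10 min. Data normalized, curve-fitted.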
HT1080 IDH1KD tx: kills HT-1080 cells with IDH1 knockdown; HT-1080 IDH1 knockdown viability, ATP luminescence, 48 h; 2% of 360,000 active; Potency, µM (titrated, usually from 46.1 µM), for the others: top-dose activity, negative = toxicity, usual class: cytotoxic; AID 686971;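 note: potency is the fitted concentration of half-maximal effect; 0% = DMSO wells and -100% = cell-free medium wells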
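Knockdown cells (IDH1KD HT-1080) received compounds 2 h after plating at 750 cells/well and were kept 48 h at 37 °C in 5% FBS RPMI. A CellTiter-Glo luminescence read gave % activity for curve fitting.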
D3 ag: activates the human D3 dopamine receptor. P35462. D3R DiscoveRx beta-arrestin cells, luminescence, 90 min. max activation, %. 0.58% of 410,000 active; in the data active = max activation above about 30%; note: 0% is about no effect; mostly tested at two doses, the higher about 12 µM
Target sequence (P35462 whole entry, looked up): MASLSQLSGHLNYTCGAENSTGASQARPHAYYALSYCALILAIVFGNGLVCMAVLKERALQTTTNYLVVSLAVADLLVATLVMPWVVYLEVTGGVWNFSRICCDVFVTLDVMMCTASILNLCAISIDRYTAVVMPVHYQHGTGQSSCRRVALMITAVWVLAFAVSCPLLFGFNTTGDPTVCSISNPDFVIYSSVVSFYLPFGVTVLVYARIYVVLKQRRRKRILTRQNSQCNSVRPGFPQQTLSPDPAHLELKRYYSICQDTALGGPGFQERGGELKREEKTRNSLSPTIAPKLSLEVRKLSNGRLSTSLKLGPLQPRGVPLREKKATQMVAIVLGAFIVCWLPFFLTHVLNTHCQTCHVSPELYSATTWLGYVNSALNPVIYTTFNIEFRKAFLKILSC
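Agonist mode: compounds and dopamine controls were applied to plated cells for 90 min at 37 degrees C after an overnight attachment at 1500 cells/well. Luminescent read-out followed 30 - 60 minutes at room temperature with DiscoveRx detection reagent.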
MCF10A rereplic: DNA re-replication induction in MCF 10a cells; MCF 10A DNA re-replication, Hoechst nuclear intensity, 48 h; Potency, µM (doses to about 46.1 µM), for inactives: top-dose activity, positive = re-replication, actives largely listed as activators; 2.9% of 350,000 active; note: potency is the fitted concentration of half-maximal effect; % of control where 0% means no effect; nearly all actives have a fitted effect of over 50% in size
IL-1B inflam inh: inflammasome signaling inhibition, IL-1 beta readout | THP-1 LPS/ATP IL-1B secretion, AlphaLISA, 16 h; active compounds read low | activity change, % at 57.5 µM | 4.7% of 360,000 active | AID 743279; in the data active = activity change below about -50%; inconclusive = mostly about -30% to -49%; note: % is set by controls: 0 for no effect and ±100 for the full control effect
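THP-1 cells pretreated 1 hr with compounds (up to 57.5 uM final), then stimulated with LPS (250 ng/mL final) plus ATP (1.25 mM final); secreted IL-1B measured by AlphaLISA after 16 hr, decreased signal indicating inhibition.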
The depositor's hits bear a star; ? = inconclusive; · = no result given; & = joins results of further samples; [ ] = dose if it differs, or a comment. Unless noted, calls come from the whole dose curve; as a rule, active = well fitted curve in the direction sought with a large enough effect; inconclusive = small, poorly fitted or top-dose-only effect, or another doubt; inactive = no such curve, though single readings can be large; an effect the other way counts as inactive or inconclusive. Compounds were not picked by outcome; overall some 11% were active at least once.

Screens in order – KB-3-1 cytotox	GLP1R cytotox	D3 ag	KB-V1 MDR tox	MCF10A rereplic	HT1080 IDH1KD tx	IL-1B inflam inh	HT1080-NT tox	SW480 rereplic
1	Cc1nc2scc(C)n2c(=O)c1S(=O)(=O)N1CCN(c2ccc([N+](=O)[O-])cc2)CC1
  6%	8%	3	17%	10%	3%	0	0%	-21%
2	Cc1ccc(C(=O)CC(c2cccs2)S(=O)(=O)c2ccc(C)cc2)cc1 (stereo not drawn)
  5%	-3%	1	16%	-4%	?	-8	20%	-1%
3	S=C(NCCCCc1ccccc1)NCc1ccccc1
  18%	-22%	-20	3%	-8%	4%	6	-2%	-12%
4	O=C(NCCCn1ccnc1)Nc1ccc(Cl)cc1Cl
  -1%	18%	1	13%	0%	-7%	13	-12%	-2%
5	Cc1cccc(C(=O)NCCc2csc(C)n2)c1
  14%	2%	1	17%	1%	0%	-8	15%	-23%
6	CSCCC(NS(=O)(=O)c1ccc2c(c1)oc(=O)n2C)C(=O)NC1CCN(Cc2ccccc2)CC1 (stereo not drawn)
  -4%	0%	2	4%	2%	14%	-84*	7%	8%
7	CCCCCCN1C[C@@H](O)[C@H](n2cc(COC(=O)c3ccccc3)nn2)C[C@@H]1c1ccc(C)cc1
  0%	3%	0	9%	·	2%	18	3%	·
8	COc1ccc(NC(=O)CSC2CC(=O)N(c3ccc4c(c3)OCCO4)C2=O)cc1 (stereo not drawn)
  -3%	6%	-2	10%	0%	-9%	21	0%	-18%
9	Cn1nnnc1SC1CC(=O)N(c2ccccc2)C1=O (stereo not drawn)
  -2%	2%	1	2%	?	-11%	0	2%	?
10	O=C(NCc1cccc(Cl)c1)C1CCC(=O)N(CC2CCCCC2)C1 (stereo not drawn)
  ·	-6%	-8	·	?	-20%	-1	-14%	6%
11	Cc1nnc(SCc2c(Cl)cccc2[N+](=O)[O-])s1
  4%	0%	-3	-11%	-4%	7%	-22	-1%	-8%
12	CCOc1ccccc1C(=O)NCC(=O)OCC(=O)N1C(C)CCCC1C (stereo not drawn)
  14%	-2%	3	12%	-2%	18%	18	8%	-3%
13	O=C(Nc1ccccc1C(F)(F)F)N1CCN(c2ccc3nnc(-c4ccc(F)cc4)n3n2)CC1
  11%&5%	-32%&-6%	18&8	-5%&-5%	-8%	-26%	-23	-16%	-5%
14	COc1ccc([C@@H]2[C@@H]3C(=O)N(C(C)(C)C)C(=O)[C@@H]3[C@]3(C)C(=O)N(c4cccc(Br)c4)C(=O)N23)cc1
  0%	0%	-5	-1%	4%	-15%	0	-13%	20%
15	CCc1ccc2c(COC(=O)CNS(=O)(=O)c3ccc(NC(C)=O)cc3)cc(=O)oc2c1
  18%	-21%	2	2%	7%	14%	-2	12%	0%
16	COc1ccccc1C(=O)C1CCCN(Cc2ccc(Oc3ncccn3)cc2)C1 (stereo not drawn)
  -2%	17%	-16	-25%	1%	0%	-20	17%	-3%
17	CN(C)/C=C(\C#N)C(=O)Nc1ccc(O)cc1F
  -3%	5%	-5	5%	7%	10%	14	3%	-22%
18	NC(Cc1ccccc1)c1csc(Nc2nccc(C(F)(F)F)n2)n1 (stereo not drawn)
  ?	?	-7	?	·	?	-12	?	·
19	CNC(=O)C1Cc2c(-c3ccc(Cl)cc3)ccnc2O1 (stereo not drawn)
  0%	1%	-6	-4%	·	0%	4	?	·
20	COc1ccc(CN(C(=O)c2oc3cc(C)ccc3c2C)C2CCS(=O)(=O)C2)cc1OC (stereo not drawn)
  2%	-20%	3	-10%	3%	0%	-23	-14%	-5%
21	O=C(Nc1cccnc1Cl)c1cc(-c2ccc(F)cc2)on1
  0%	3%	15	10%	-4%	?	-14	?	-16%
22	O=C(Nc1ccc(NC(=O)c2cccnc2Cl)cc1)c1cccc(Cl)c1
  6%	3%	3	-16%	?	0%	-19	-9%	-3%
23	COCCN(C(=O)COC(=O)Cc1coc2cc(C)ccc12)c1c(N)n(Cc2ccccc2)c(=O)[nH]c1=O
  -8%	-2%	8	28%	0%	0%	-9	0%	-2%
24	Cc1ccc(NC(=S)NNC(=S)Nc2ccc(C)cc2)cc1
  3.7µM*	-41%	1	?	25%	8%	-1	13%	-5%
25	COc1cc(C(CC(=O)N2CCOCC2)c2c(OC)cc(OC)c3ccc(=O)oc23)cc(OC)c1OC (stereo not drawn)
  0%	0%	13	8%	8%	0%	-7	-2%	-1%
26	CCN(CC)C(=O)C[n+]1cccc(C(N)=O)c1
  2%	-9%	-1	-1%	-14%	18%	-2	17%	-4%
27	O=C(NCc1ccc2c(c1)OCO2)c1c(F)c(F)c(F)c(F)c1F
  -7%	-1%	-1	-8%	0%	0%	-65*	-15%	-2%
28	Cc1ccc(SCC(=O)NC2CC2)cc1
  0%	3%	-1	0%	11%	10%	31	0%	?
29	Cc1cccc(-c2nnc(SCC(=O)Nc3ccc(C)c(C)c3)o2)c1
  9%	2%	-1	6%	·	·	·	·	·
30	O=c1cc(CN2CCN(Cc3ccccc3)CC2)c2cc(O)ccc2o1
  1%	-20%	-6	9%	13%	-4%	24	4%	-13%

Exported in transposed form: entries from further up.
1. Cc1nc2scc(C)n2c(=O)c1S(=O)(=O)N1CCN(c2ccc([N+](=O)[O-])cc2)CC1
2. Cc1ccc(C(=O)CC(c2cccs2)S(=O)(=O)c2ccc(C)cc2)cc1 (stereo not drawn)
3. S=C(NCCCCc1ccccc1)NCc1ccccc1
4. O=C(NCCCn1ccnc1)Nc1ccc(Cl)cc1Cl
5. Cc1cccc(C(=O)NCCc2csc(C)n2)c1
6. CSCCC(NS(=O)(=O)c1ccc2c(c1)oc(=O)n2C)C(=O)NC1CCN(Cc2ccccc2)CC1 (stereo not drawn)
7. CCCCCCN1C[C@@H](O)[C@H](n2cc(COC(=O)c3ccccc3)nn2)C[C@@H]1c1ccc(C)cc1
8. COc1ccc(NC(=O)CSC2CC(=O)N(c3ccc4c(c3)OCCO4)C2=O)cc1 (stereo not drawn)
9. Cn1nnnc1SC1CC(=O)N(c2ccccc2)C1=O (stereo not drawn)

| compound no. | 1 | 2 | 3 | 4 | 5 | 6 | 7 | 8 | 9 |
| --- | --- | --- | --- | --- | --- | --- | --- | --- | --- |
| KB-3-1 cytotox | 6% | 5% | 18% | -1% | 14% | -4% | 0% | -3% | -2% |
| GLP1R cytotox | 8% | -3% | -22% | 18% | 2% | 0% | 3% | 6% | 2% |
| D3 ag | 3 | 1 | -20 | 1 | 1 | 2 | 0 | -2 | 1 |
| KB-V1 MDR tox | 17% | 16% | 3% | 13% | 17% | 4% | 9% | 10% | 2% |
| MCF10A rereplic | 10% | -4% | -8% | 0% | 1% | 2% | · | 0% | ? |
| HT1080 IDH1KD tx | 3% | ? | 4% | -7% | 0% | 14% | 2% | -9% | -11% |
| IL-1B inflam inh | 0 | -8 | 6 | 13 | -8 | -84* | 18 | 21 | 0 |
| HT1080-NT tox | 0% | 20% | -2% | -12% | 15% | 7% | 3% | 0% | 2% |
| SW480 rereplic | -21% | -1% | -12% | -2% | -23% | 8% | · | -18% | ? |

Next part:
Screens in order – KB-3-1 cytotox	GLP1R cytotox	D3 ag	KB-V1 MDR tox	MCF10A rereplic	HT1080 IDH1KD tx	IL-1B inflam inh	HT1080-NT tox	SW480 rereplic
31	CCC(C)NC(=O)C1(C)CCC(=O)N1Cc1ccccc1OC (stereo not drawn)
  12%	-15%	1	?	11%	4%	4	-1%	0%
32	CC(C)C[C@@H](CN1CCC[C@@H]1CN1C(=O)C(=O)NC[C@@H]1Cc1ccc(O)cc1)N1C[C@H](Cc2ccc(O)cc2)N(CC2CCCCCC2)C(=O)C1=O
  1%	-5%	0	2%	·	2%	-13	-4%	·
33	CN(CCO)c1cccc2c1S(=O)(=O)N[C@H](Cc1ccccc1)CO2
  10%	2%	2	0%	·	1%	-7	3%	·
34	CCc1cccc(C)c1NC(=S)N(Cc1cccnc1)Cc1ccco1
  -1%	-6%	4	-22%	-1%	21%	2	5%	-4%
35	O=C(COC(=O)c1n[nH]c2ccccc12)Nc1ccccc1F
  -3%	0%	0	15%	-1%	15%	13	1%	0%
36	CSc1ncnc2c1ncn2CCCNC1CCN(Cc2ccccc2)CC1
  -10%	-10%	-2	?	·	-27%	?	-4%	·
37	O=C(CN1CCCC1)OCCCc1ccccc1
  -17%	17%	-7	0%	?	16%	0	29%	-1%
38	CC(=O)c1cc(C(=O)c2ccccc2)sc1Nc1ccccc1
  ?	-12%[1.53 µM]	29	?	?	-8%	-62*	6%	?
39	Cc1oc(-c2ccc(C(=O)NCCC(C)C)cc2)nc1CN1CCc2ccccc21
  7.3µM*	0%	2	?	·	·	·	·	·
40	COc1cccc(OC(=O)N2CCOCC2)c1
  1%	-1%	-10	2%	11%	15%	10	5%	-2%
41	COc1cccc(OCC(O)CN2C(C)CCCC2C)c1 (stereo not drawn)
  -10%	18%	0	-6%	-2%	-3%	-9	-1%	2%
42	COc1ccc(S(=O)(=O)Nc2cccc(/C=C/C(=O)O)c2)cc1
  -11%	0%	-14	-2%	4%	1%	0	4%	-6%
43	COc1ccccc1C(=O)Nc1ccc(C)cc1C(=O)c1ccccc1
  8%	-9%	-12	?	13%	6%	-7	18%	12%
44	Cc1nn(-c2ccccc2[N+](=O)[O-])c(=O)c2ccccc12
  0%	-14%	-3	-28%	1%	-3%	1	-1%	-7%
45	Cc1ccc(OCC(=O)Nc2cccc3ccc(C)nc23)c(C)c1
  -2%	0%	0	-13%	·	·	·	·	·
46	CC1CCN(c2oc(-c3cccs3)nc2S(=O)(=O)c2ccccc2)CC1
  -7%	1%	-8	-22%	·	·	·	·	·
47	COC(=O)c1ccc(NC(=O)CSc2ccccn2)cc1
  -1%	1%	1	-26%	2%	-2%	17	10%	2%
48	C/C(=N\NC(=O)C1CCCC1)c1ccc(C(C)C)cc1
  0%	0%	2	-8%	7%	-1%	0	2%	25%
49	CCOc1cc(C)c(S(=O)(=O)Nc2ccc3cn[nH]c3c2)cc1C
  21µM*	0%	20	?	-2%	-13%	-70*	-25%	-1%
